Screening results (PubChem BioAssay)
PI5P4Ka inh = inhibitors of human PI5P4K alpha | max response, % | actives 1.2% (n = 330,000) | P48426 | PI5P4Kalpha enzyme, ADP-Glo luminescence, 60 min; stronger effect = lower value; active = max response of -50% or lower; inconclusive = between -30% and -50%; inactive = -30% or higher; note: value at the top dose of about 77 µM; % is set by controls: 0 for no effect and ±100 for the full control effect
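ADP-Glo luminescence end-point after a 60 min room-temperature kinase reaction. PI5P4Kalpha and substrate in HEPES pH 7.4 buffer with EGTA, 0.1% CHAPS and 5% DMSO; ATP at 5 microM final.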
EPAC1 antagonist = antagonists of human EPAC1. Potency, µM (highest dose often 115 µM), without a hit: at the highest dose activity change, negative = inhibition, most hits filed as inhibitors. AID 720709. O95398. actives 0.14% (n = 360,000). EPAC1 GEF assay, Rap1b-BODIPY-GDP exchange fluorescence;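 note: potency is the fitted concentration of half-maximal effect; plate controls were vehicle for no effect and positive control for full effect; nearly all actives have a fitted effect of over 50% in size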
Target sequence (O95398 whole entry, looked up): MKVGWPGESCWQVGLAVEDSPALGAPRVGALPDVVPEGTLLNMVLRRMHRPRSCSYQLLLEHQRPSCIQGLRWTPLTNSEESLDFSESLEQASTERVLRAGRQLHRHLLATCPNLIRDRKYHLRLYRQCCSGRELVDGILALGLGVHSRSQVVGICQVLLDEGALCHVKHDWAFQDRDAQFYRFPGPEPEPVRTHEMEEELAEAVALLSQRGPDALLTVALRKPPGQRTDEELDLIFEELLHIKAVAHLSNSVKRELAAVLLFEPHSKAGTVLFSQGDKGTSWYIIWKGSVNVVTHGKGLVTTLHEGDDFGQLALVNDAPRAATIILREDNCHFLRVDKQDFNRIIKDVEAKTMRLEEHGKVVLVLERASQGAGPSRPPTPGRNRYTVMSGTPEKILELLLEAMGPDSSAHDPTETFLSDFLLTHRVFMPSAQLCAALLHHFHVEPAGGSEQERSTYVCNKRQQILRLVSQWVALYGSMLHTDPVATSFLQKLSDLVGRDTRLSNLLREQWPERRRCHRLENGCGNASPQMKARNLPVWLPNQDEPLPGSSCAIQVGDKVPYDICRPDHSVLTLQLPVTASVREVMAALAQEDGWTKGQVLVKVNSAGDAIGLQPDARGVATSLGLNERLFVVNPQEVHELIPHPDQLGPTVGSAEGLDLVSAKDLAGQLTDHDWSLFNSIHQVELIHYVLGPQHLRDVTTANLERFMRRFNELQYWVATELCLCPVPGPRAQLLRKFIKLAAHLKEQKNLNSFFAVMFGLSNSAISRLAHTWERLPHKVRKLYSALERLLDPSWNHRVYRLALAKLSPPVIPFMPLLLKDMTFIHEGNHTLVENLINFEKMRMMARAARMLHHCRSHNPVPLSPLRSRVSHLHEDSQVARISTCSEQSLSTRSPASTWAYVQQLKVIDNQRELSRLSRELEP
EPAC2 antagonist = EPAC2 (human) antagonism | Q8WZA2 | EPAC2 GEF exchange of Rap1B-BODIPY-GDP, fluorescence | Potency, µM (titrated, usually from 114 µM), for inactives: top-dose activity, negative = inhibition, actives largely listed as inhibitors | actives 0.18% (n = 360,000) | AID 720708; note: potency is the fitted concentration of half-maximal effect; % is set by controls: 0 for no effect and ±100 for the full control effect; nearly all actives have a fitted effect of over 45% in size; many of its hits are not listed in these tables
MmCpn inh = M. maripaludis TRiC chaperonin inhibition; purified Mm-Cpn ATPase, ADP Transcreener TR-FRET; Potency, µM (titrated, usually from 76.9 µM), for inactives: top-dose activity, negative = inhibition, usual class: inhibitors; actives 0.031% (n = 330,000); note: potency is the fitted concentration of half-maximal effect; % is set by controls: 0 for no effect and ±100 for the full control effect; nearly all actives have a fitted effect of over 80% in size
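Compound-treated chaperonin, 25 nM final, turns over 10 uM ATP at 37°C for 30 min following a 10 min preincubation; ADP generated competes with ADP-d2 for Eu-cryptate antibody, lowering FRET.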
PLK1 PBD inh = PLK1 (human) polo-box domain binding inhibition. P53350. Plk1 PBD binding of FITC phosphopeptide, fluorescence polarization. Potency, µM, without a hit: max response, negative = inhibition, hits mostly inhibitors. actives 2.8% (n = 360,000); note: potency is the fitted concentration of half-maximal effect; series mostly up to about 57 µM; % is set by controls: 0 for no effect and ±100 for the full control effect; nearly all actives have a fitted effect of over 65% in size
WRN inhibitor = inhibitors of human WRN helicase; WRN helicase unwinding, fluorescent forked duplex, kinetic; actives 0.46% (n = 360,000); AID 651768; Potency, µM (series often up to 114 µM), for inactives: at the top dose activity change, negative = inhibition, hits mostly inhibitors; Q14191; note: potency is the fitted concentration of half-maximal effect; % is set by controls: 0 for no effect and ±100 for the full control effect; nearly all actives have a fitted effect of over 55% in size
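WRN at 20 nM final was preincubated with compound for 15 min at room temperature; reaction started with 100 nM forked duplex oligonucleotide carrying fluorophore and quencher plus 2 mM ATP (final). Unwinding followed kinetically by red fluorescence (ex 525/em 598 nm).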
EPAC1 agonist = activates human EPAC1 exchange factor. O95398. EPAC1 agonist qHTS, biochemical assay; response scale: 100% = response to 6.5 mM cAMP. Potency, µM (series often up to 154 µM), without a hit: top-dose activation, actives largely listed as activators. actives 0.073% (n = 360,000); note: potency is the fitted concentration of half-maximal effect; nearly all actives have a fitted effect of over 60% in size
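Multi-concentration qHTS readout: loss of Rap1B-bound BODIPY-GDP fluorescence driven by 100 nM EPAC1 with excess GDP (50 uM), monitored kinetically at room temperature; agonist response expressed relative to 6.5 mM cAMP.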
CCT chaperon mod = modulators of cytosolic chaperonin (CCT/TRiC) activity; purified chaperonin ATPase assay, HTRF ADP detection, 30 min; activity change, % (concentration not given with the values), hits read low; actives 0.3% (n = 360,000); in the data active = activity change below about -30%; note: % is set by controls: 0 for no effect and ±100 for the full control effect
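TRiC (40 or 20 nM final, by batch activity) in 30 mM Tris pH 7.4, 100 mM KCl, 5 mM MgCl2, 1 mM DTT was treated with compound at 76 uM single dose, then 10 uM ATP, 30 min at 37 °C. ADP was read by HTRF Transcreener.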
Active calls of the source: *; ? = inconclusive; · = not tested or not shown; [ ] = dose if it differs, or a comment. Unless noted, calls come from the whole dose curve; as a rule, active = well fitted curve in the direction sought with a large enough effect; inconclusive = small, poorly fitted or top-dose-only effect, or another doubt; inactive = no such curve, though single readings can be large; an effect the other way counts as inactive or inconclusive. Some of the compounds tested; the hit share may differ from the screen's.

SMILES	PI5P4Ka inh	EPAC1 antagonist	EPAC2 antagonist	MmCpn inh	PLK1 PBD inh	WRN inhibitor	EPAC1 agonist	CCT chaperon mod
Cc1cc(C)c(-c2cc(NC(=O)COC(=O)c3ccc(NC(=O)CC#N)cc3)n(-c3ccccc3)n2)cc1C	-10	-2%	?	-6%	-15%	8%	-14%	-2.6
CSCCC(=O)N1CCCC(N2CCN(c3cccc(C(F)(F)F)c3)CC2)C1 (configuration not stated)	-3	-6%	1%	0%	-4%	-1%	-6%	1.3
COc1ccc(C(=O)N[C@H](C(=O)N2CCN(c3ccccc3F)CC2)C(C)C)cc1	3	10%	0%	-1%	-16%	2%	4%	-2.9
C/C(=N/NC(=O)c1ccc(Cl)cc1Cl)c1cccnc1	8	22%	5%	0%	-9%	2%	2%	-0.3
COc1ccc(CCNC(=O)c2cc3ccccc3oc2=O)cc1	2	-17%	8%	-2%	0%	-4%	3%	-1.5
O=C(Nc1ccccc1)c1cc(-n2cnnc2)ccc1Cl	·	4%	-4%	3%	-12%	4%	10%	-1.8
O=C(/C=C/c1cccnc1)c1ccc(NC(=O)c2cccc(Br)c2)cc1	7	-21%	-8%	-8%	-2%	-9%	22%	-1.0
COc1ccc(S(=O)(=O)Cc2ccc(C(=O)N3CCN(c4ncccn4)CC3)o2)cc1	-3	3%	4%	·	-12%	-2%	-1%	-2.7
CCN(CC)S(=O)(=O)c1cc(C)ccc1NC(=S)Nc1cccnc1	3	-15%	-9%	-1%	-20%	-5%	4%	-1.4
Cc1ccc(SC(C)C(=O)NC2CC2)cc1 (configuration not stated)	0	10%	3%	-1%	-11%	6%	4%	1.1
O=c1[nH]n(Cc2ccccc2)c2ccccc12	0	-13%	1%	-3%	-4%	-4%	2%	-1.6
O=C(CN1CCN(Cc2ccc3c(c2)OCO3)CC1)Nc1ccc(F)cc1	4	-3%	13%	0%	-4%	3%	-3%	2.8
COc1ccc(CNC(=O)C2(C)Cc3c(-c4cccc(NC(C)=O)c4)ccnc3O2)cc1OC (configuration not stated)	-2	-7%	10%	·	-5%	-1%	1%	1.4
CCOC(=O)C1CCN(c2c(NCc3ccc(C(=O)NCCOC)cc3)c(=O)c2=O)CC1	9	-11%	12%	-4%	3%	-14%	0%	0.6
Cc1cc(-n2c(C)cc(C(=O)COc3cccnc3[N+](=O)[O-])c2C)no1	0	-14%	-27%	-1%	-7%	-9%	2%	-0.7
O=C(NCCOc1ccccc1F)c1cccc(S(=O)(=O)N2CCN(c3ccccc3)CC2)c1	8	-14%	-20%	-2%	-3%	-5%	5%	-1.5
CCn1c(SCC(=O)NCC2CCCO2)nc2c(c1=O)SCC2 (configuration not stated)	1	-22%	10%	0%	0%	-7%	-6%	-1.4
CNC(=O)CO/N=C/c1ccc(N(C)C)cc1	-1	-1%	9%	-1%	6%	-3%	-2%	-3.7
Cc1cc(C)cc(NC(=O)CSc2n[nH]c(-c3cccnc3)n2)c1	-11	7%	1%	0%	-14%	-8%	14%	0.5
CCOc1ccc(Oc2ccc(C(F)(F)F)cc2N)cc1	0	-12%	-25%	0%	-6%	-10%	1%	0.1
Cc1cc(NC(=O)CSCC(=O)Nc2nc3ccccc3[nH]2)no1	-15	7%	14%	1%	-6%	2%	-2%	-0.1
COCCN(C(=O)CSc1nc2nc(C)cc(C)n2n1)c1c(N)n(Cc2ccccc2)c(=O)[nH]c1=O	8	-10%	4%	?	-4%	-13%	-8%	-1.1
O=C(COC(=O)c1ccccc1Cl)NC1CCCCCCC1	2	-2%	3%	-1%	-5%	-18%	-7%	1.7
C#CCSc1nnc(-c2ccccc2)c(=O)[nH]1	0	4%	4%	-2%	-6%	8%[57.1 µM]	-5%	-1.5
COc1ccc(CC(=O)Nc2ccc(NC(=O)c3ccc(Br)cc3)cc2)cc1OC	-4	5%	4%	1%	6%	2%	2%	-0.4
(list continues)
SMILES	PI5P4Ka inh	EPAC1 antagonist	EPAC2 antagonist	MmCpn inh	PLK1 PBD inh	WRN inhibitor	EPAC1 agonist	CCT chaperon mod
Cc1cccc(C(=O)NNC(=O)c2ccccc2C)c1	-1	0%	1%	3%	-6%	3%	13%	1.0
CN1CCc2c(sc3c2c(=O)n(-c2ccccc2)c2nnc(SCc4ccc(Cl)cc4)n32)C1	-26	0%	-4%	-10%	-21%	4%	9%	-6.2
CCn1nc(C)c(/C=N/NC(=O)Cn2nccc2C)c1C	-8	3%	5%	1%	?	5%	2%	-3.9
CC1Cc2ccccc2N1C(=O)CN(C)CC(=O)Nc1cccc(F)c1 (configuration not stated)	12	-10%	-6%	2%	-8%	8%	2%	-0.4
Cc1nn(-c2ccc(F)cc2)c(Cl)c1/C=C1\C(=O)Nc2ccccc21	-3	-11%	-12%	-1%	-2%	-1%	3%	-2.7
Cc1cccc(NCc2ccc(O)c3ncccc23)c1C	?	1%	5%	1%	6µM*	?	-1%	1.1
CCN(CC)S(=O)(=O)c1ccc(N/N=C(\C)c2ccc3c(c2)OCO3)c([N+](=O)[O-])c1	-1	-14%	4%	3%	-9%	-5%	7%	0.7
CCCCCCCCN1C(=O)[C@H](CC(=O)NCCCC)C[C@@]2(C(=O)OC)CC(C)(C)CC=C12	0	-25%	?	·	2%	-8%	-26%	·
Cc1cc(N2CCN(C(C(=O)NC3CCCC3)C(C)C)CC2)c2ccccc2n1 (configuration not stated)	4	-17%	-2%	·	-22%	-2%	2%	·
C=CCn1c(C#N)c(N)sc1=N	5	-1%	5%	1%	?	-17%	-5%	1.4
CC/C(=N/Nc1ccccc1)c1cnnc(SC)n1	10	0%	6%	0%	-5%	-2%	3%	0.6
Cc1ncoc1C(=O)N1CCCC(N2CCN(c3ccccc3F)CC2)C1 (configuration not stated)	4	9%	18%	3%	-1%	4%	-5%	1.8
COc1ccc(CC(=S)NCCc2ccccc2)cc1	-20	9%	6%	0%	7.5µM*	5%	9%	0.1
O=C(NCc1ccco1)c1sc2cc(F)ccc2c1Cl	·	-12%	-4%	-1%	-9%	-16%	12%	2.1
CC(C)CCN(C(=O)Nc1ccccc1)C(C)c1cccs1 (configuration not stated)	·	-1%	7%	0%	-6%	-7%	19%	1.6
CN(c1cccc(NC(=O)COc2ccccc2)c1)S(C)(=O)=O	·	3%	0%	1%	-3%	-5%	0%	-0.8
CCN(CC)C(=O)C1=C(C)N(Cc2ccccc2)C(=O)C(CC(=O)NCc2cccs2)C1 (configuration not stated)	-1	-4%	-21%	·	5%	-3%	10%	1.8
CCCC(=O)NCCc1nc2ccccc2n1CC(=O)c1ccccc1	3	3%	25%	0%	6%	-19%[57.1 µM]	-7%	-0.9
CN(Cc1cccc(F)c1)C(=O)C1CC(=O)N(Cc2ccco2)C1 (configuration not stated)	-4	8%	19%	·	2%	4%	-7%	-1.0
CC(=O)c1ccc(NC(=O)Nc2ccccc2)cc1	·	-3%	-1%	0%	2%	-13%[57.1 µM]	9%	-1.3
CCOC(=O)c1ccc(NC(=S)Nc2ccccn2)cc1	?	0%	-16%	-5%	-11%	-11%	1%	-3.2
COc1cc(C(C)=O)ccc1Oc1cnccn1	-7	?	0%	-5%	-22%	10%	6%	-2.1
COC(=O)[C@@]12C[C@@H](CC(=O)NCCCN3CCCC3=O)C(=O)N(Cc3ccc4c(c3)OCO4)C1=CCC(C)(C)C2	-5	19%	-1%	·	2%	6%	0%	·
Cc1cccc(CCNC(=O)CCS(=O)(=O)c2cc3c(cc2C)NC(=O)CO3)c1	-6	-23%	14%	0%	-5%	4%	-5%	-0.3
COc1ccc(OC(C)C(=O)Nc2ccccc2F)cc1 (configuration not stated)	2	6%	-14%	1%	3%	-9%	-3%	-2.4
Other structures follow.
SMILES	PI5P4Ka inh	EPAC1 antagonist	EPAC2 antagonist	MmCpn inh	PLK1 PBD inh	WRN inhibitor	EPAC1 agonist	CCT chaperon mod
O=S1(=O)CC(N2CCN(c3ccccn3)CC2)CN1Cc1ccc(F)cc1 (configuration not stated)	1	-10%	5%	·	-5%	-6%	1%	-0.7
O=C(Nc1ccc(Br)cc1)C1CC(O)CN1C(=O)Oc1ccccc1 (configuration not stated)	0	-17%	0%	-2%	-2%	13%	10%	0.3
O=C(COC(=O)C1(c2ccc(F)cc2)CCCC1)NCc1ccc2c(c1)OCO2	7	-4%	?	4%	19%	-13%	7%	2.0
Cc1nn(CC(=O)Nc2c(F)cc(F)cc2Br)c(=O)c2cccn12	1	-3%	-3%	1%	-3%	2%	-3%	-0.1
CCc1ccc(N(CC(=O)N2CCOCC2)S(C)(=O)=O)cc1	-6	-17%	15%	0%	6%	11%	-7%	-1.8
C[C@@H]1CN(S(=O)(=O)c2ccc3c(c2)OCCO3)CCN1S(=O)(=O)c1c(F)cccc1F	·	2%	4%	0%	·	·	-13%	·
CN(Cc1ccccc1)C(=O)c1[nH]cnc1C(=O)N[C@@H](Cc1ccccc1)C(=O)OC(C)(C)C	2	-3%	-21%	1%	-3%	0%	1%	0.9
Cc1cccc(C)c1NC(=S)N(CCN(C)C)Cc1cccs1	-2	-13%	-7%	-1%	4%	-6%	3%	0.1
CCc1ccc2nc(SCC(=O)N3CCCCC3)c(C#N)cc2c1	-1	-15%	-5%	·	?	-8%	16%	-0.2
O=C(NC(=S)NCCc1ccccc1)c1ccccc1F	16	-5%	7%	-1%	3%	-12%	-1%	-1.9
CC1CC(C)CN(CCCNC(=O)c2csc3c2CCCC3)C1 (configuration not stated)	·	-16%	-10%	1%	-5%	2%	4%	0.7
Cc1ccc(C(=O)N2CCCCC2)cc1NC1=C(Cl)C(=O)N(Cc2ccccc2)C1=O	-1	-22%	-3%	-3%	9%	-4%	-2%	2.3
COc1ccc(C(N)=O)cc1NC(=O)CC(O)(C(F)(F)F)C(F)(F)F	·	2%	5%	-3%	-4%	-6%[57.1 µM]	-3%	-1.0
CCNC(=O)C1(C)CCN(C(=O)c2cc(OC)c(OC)c(OC)c2)C1 (configuration not stated)	-1	19%	14%	·	-2%	0%	20%	0.8

Reprinted at random: 3 records from the list
SMILES	PI5P4Ka inh	EPAC1 antagonist	EPAC2 antagonist	MmCpn inh	PLK1 PBD inh	WRN inhibitor	EPAC1 agonist	CCT chaperon mod
O=C(COC(=O)C1(c2ccc(F)cc2)CCCC1)NCc1ccc2c(c1)OCO2	7	-4%	?	4%	19%	-13%	7%	2.0
O=C(Nc1ccc(Br)cc1)C1CC(O)CN1C(=O)Oc1ccccc1 (configuration not stated)	0	-17%	0%	-2%	-2%	13%	10%	0.3
CCNC(=O)C1(C)CCN(C(=O)c2cc(OC)c(OC)c(OC)c2)C1 (configuration not stated)	-1	19%	14%	·	-2%	0%	20%	0.8
